S1P3 agonist = agonists of human S1P3 receptor; Q99500; S1P3 NFAT-BLA reporter cells, agonism, FRET ratio; relative to 1 µM S1P, basal subtracted; activation, % at 4.5 µM; hit rate 0.1% among 60,000;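 active = activation above the screen-wide mean plus 3 SD, cut at about 4.5% in these data, passing the limit was not always enough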; note: some compounds called inactive have numbers as strong as hits
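Assay system: stable CHO line with human S1P3, Gα16, NFAT-BLA reporter; Detection: FRET β-lactamase substrate fluorescence, excitation 405 nm, 460/535 nm emission ratio, background-subtracted; Read-out: percent activation versus median 1 µM S1P response, basal-subtracted, per plate; Incubation: cells plated overnight, compound 4 h 37 °C, substrate 2 h RT.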
HTR1E agonist = agonists of human 5-HT1E serotonin receptor | hit rate 0.69% among 65,000 | CHO 5-HT1E Ga15 NFAT-bla reporter, FRET; 0% DMSO wells, 100% control agonist wells | activation, % at 6 µM | P28566;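 active = activation above a set limit, the screen-wide mean activation plus 3 SD, cut at about 8.5% in these data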;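 note: 100% = positive control agonist at 1 µM giving full maximal response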
RORa activator = activates the human nuclear receptor RORA; CHO-K1 Gal4-RORA LBD luciferase reporter, luminescence; percent increase over mock-subtracted basal signal; activation, % at 10 µM; hit rate 1.5% among 65,000;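 active = activation above the mean of all tested compounds plus 3 SD, cut at about 49% in these data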;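 note: 0% = DMSO-treated RORA cells and 100% = added signal equal to DMSO minus mock-transfected cells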
HTR1E antagonist = 5-HT1E (human) receptor antagonism | CHO 5-HT1E Ga15 NFAT-bla reporter, FRET, antagonist | inhibition, % at 6 µM | hit rate 0.99% among 65,000 | AID 571;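 active = inhibition above a set limit, the mean inhibition across every tested compound plus 3 SD, cut at about 29% in these data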;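 note: signal is the 460 over 535 nm emission ratio of beta-lactamase substrate; 0% = agonist plus DMSO wells and 100% = wells without agonist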
tolC growth inh = growth inhibitors of E. coli BW25113 tolC mutant; OD615; growth inhibition, % at 10 µM (by protocol); hit rate 2.2% among 65,000; AID 573;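 active = growth inhibition at or above a cutoff equal to the mean over every tested compound plus 3 SD, cut at about 60% in these data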;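 note: growth measured after 20 h incubation at 37 °C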
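Signal: optical density read at 615 nm; Assay system: E. coli ΔtolC::kan strain BW25113; Times: 20 h incubation with compound, 37 °C; Dosing: 10 µM final, single dose.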
SF-1 act = SF-1 (human) activation | Q13285 | CHO-K1 Gal4-SF-1 LBD luciferase reporter; % increase over DMSO SF-1-specific signal | activation, % at 10 µM | hit rate 1.9% among 65,000;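 active = activation above the mean activation of all tested compounds plus 3 SD, cut at about 50% in these data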
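Material: Gal4–SF-1 LBD one-hybrid luciferase reporter in CHO-K1 cells | Amount: 4,000 cells per well | Compound dosing: 10 µM single point, 1% DMSO | Schedule: 20 h compound treatment, 37 °C | Measured by: SteadyLite luciferase luminescence | Evaluation: Percent activation versus DMSO | Control set: DMSO-treated SF-1-transfected cells as negative, DMSO-treated mock-transfected cells lacking SF-1 as background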
5-HT1A blocker = blocks the human serotonin 5-HT1a receptor; inhibition, % at 10 µM; hit rate 0.68% among 62,000; AID 612; CHO 5-HT1a Ga15 NFAT-bla reporter, antagonist mode;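 active = inhibition above the mean of all tested compounds plus 3 SD, cut at about 43% in these data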;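 note: receptor stimulated by 5-CT agonist at 100 nM near EC80; beta-lactamase reporter measured by ratiometric fluorescence of a cleavable substrate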
Target sequence (P08908 whole entry, looked up): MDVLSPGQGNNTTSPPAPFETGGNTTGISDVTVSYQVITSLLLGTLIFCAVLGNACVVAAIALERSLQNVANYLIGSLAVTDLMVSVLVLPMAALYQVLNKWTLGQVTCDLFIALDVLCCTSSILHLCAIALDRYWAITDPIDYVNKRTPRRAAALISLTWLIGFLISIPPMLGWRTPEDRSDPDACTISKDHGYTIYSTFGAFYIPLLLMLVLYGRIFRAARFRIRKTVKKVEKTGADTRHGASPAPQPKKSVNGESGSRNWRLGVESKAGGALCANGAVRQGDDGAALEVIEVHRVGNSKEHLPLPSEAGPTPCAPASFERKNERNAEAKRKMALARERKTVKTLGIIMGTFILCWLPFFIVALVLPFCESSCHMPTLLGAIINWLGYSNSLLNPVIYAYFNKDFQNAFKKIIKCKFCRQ
AP ELISA ortho = alternative pathway complement inhibition, orthogonal assay; Human serum alternative complement pathway, LPS-coated ELISA, C3 deposition; tested in compound mixtures; inhibition, % at 5 µM; hit rate 0.08% among 62,000;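 active = inhibition above 30% in each of the two pooled mixtures holding the compound, so the lower value exceeds 30%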;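 note: 0% = serum in Mg-EGTA without compound and 100% = EDTA serum blank; some compounds past the cut are filed as inactive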
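Test system: human serum complement alternative pathway, C3 deposition onto LPS / Medium: Mg2+-EGTA GVB++ buffer containing human serum at 1:15 dilution / Probe or stimulus: Plate-bound LPS / Times: 1 h at 37 °C / Signal: ELISA with HRP anti-human C3 antibody, TMB substrate, absorbance 450 nm / Measure: percent inhibition / Repeats: two pool placements per compound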
S1P1 ag pot = S1P1 (human) agonism or agonism potentiation. S1P1 CRE-bla cells, forskolin, beta-lactamase FRET, potentiator mode; S1P1 agonist co-added at EC20, 2 nM; 100% = saturating reference agonist, 0% = basal. activation, % at 9.5 µM. hit rate 0.57% among 56,000. AID 449;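 active = activation above a cutoff set at the mean activation of all tested compounds plus 3 SD, cut at about 54% in these data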;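 note: forskolin at 4 µM as EC80 and the EC20 agonist is SEW2871; 100% = SEW2871 at its EC100 plus forskolin at EC80; some compounds past the cut are filed as inactive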
Target sequence (P21453 whole entry, looked up): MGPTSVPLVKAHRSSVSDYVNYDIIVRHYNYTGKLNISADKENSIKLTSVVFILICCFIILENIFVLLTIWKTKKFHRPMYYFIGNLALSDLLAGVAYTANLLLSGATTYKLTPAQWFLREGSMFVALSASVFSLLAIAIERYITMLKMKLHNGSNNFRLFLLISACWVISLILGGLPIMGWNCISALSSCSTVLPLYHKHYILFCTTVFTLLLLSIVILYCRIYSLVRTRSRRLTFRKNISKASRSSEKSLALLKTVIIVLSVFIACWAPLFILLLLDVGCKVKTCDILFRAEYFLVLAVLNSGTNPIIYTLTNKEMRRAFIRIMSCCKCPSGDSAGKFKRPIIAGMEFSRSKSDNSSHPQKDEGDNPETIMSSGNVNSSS
Active calls of the source: *; · = no result given.

| Structure | S1P1 ag pot | AP ELISA ortho | 5-HT1A blocker | RORa activator | S1P3 agonist | HTR1E agonist | HTR1E antagonist | SF-1 act | tolC growth inh |
| --- | --- | --- | --- | --- | --- | --- | --- | --- | --- |
| Cc1ccc(S(=O)(=O)c2c(C)nn(C(C)(C)C)c2OC(=O)c2ccco2)cc1 | -18 | 12 | -6 | -9 | 2.6 | 0.6 | -8 | -7 | -6 |
| CCOC(=O)c1c(C)n(C)c2ccc(OC(=O)c3ccoc3)cc12 | -9 | · | 0 | -14 | 0.0 | 0.0 | 1 | 9 | -4 |
| CC1(C)C(c2ccccc2)=[N+]([O-])CN1O | 6 | 14 | 1 | -14 | -0.7 | -0.3 | 16 | -11 | -6 |
| COc1ccccc1C1N(c2ccc(Cl)cc2)C(=O)C2CCCN21 (centres undefined) | 7 | -13 | 3 | -13 | 0.5 | 15* | 7 | 6 | -11 |
| CCOC(=O)c1cn(CC(=O)Nc2ccc3c(c2)OCCO3)nn1 | · | 15 | -9 | 6 | · | 1.9 | 0 | -5 | -13 |
| Nc1nc(Nc2ccccc2Br)nc(C(F)(F)F)n1 | -33 | 8 | -6 | 42 | 0.7 | 0.2 | 14 | -6 | 6 |
| Cc1nn(CC(=O)Nc2ccc3c(c2)nc(CN2CCCCC2)n3C)c(=O)c2ccccc12 | -5 | 20 | 14 | -16 | -0.8 | 0.1 | -3 | 10 | -11 |
| CCOC(=O)Cn1nnc(-c2ccc(S(C)(=O)=O)cc2)n1 | 3 | 8 | -4 | -16 | -1.1 | -0.7 | -6 | 5 | 9 |

One compound at a time (already shown):
Listed for `CCOC(=O)Cn1nnc(-c2ccc(S(C)(=O)=O)cc2)n1` = S1P1 ag pot = 3; AP ELISA ortho = 8; 5-HT1A blocker = -4; RORa activator = -16; S1P3 agonist = -1.1; HTR1E agonist = -0.7; HTR1E antagonist = -6; SF-1 act = 5; tolC growth inh = 9
Listed for `Cc1ccc(S(=O)(=O)c2c(C)nn(C(C)(C)C)c2OC(=O)c2ccco2)cc1` = S1P1 ag pot = -18; AP ELISA ortho = 12; 5-HT1A blocker = -6; RORa activator = -9; S1P3 agonist = 2.6; HTR1E agonist = 0.6; HTR1E antagonist = -8; SF-1 act = -7; tolC growth inh = -6
Listed for `Cc1nn(CC(=O)Nc2ccc3c(c2)nc(CN2CCCCC2)n3C)c(=O)c2ccccc12` = S1P1 ag pot = -5; AP ELISA ortho = 20; 5-HT1A blocker = 14; RORa activator = -16; S1P3 agonist = -0.8; HTR1E agonist = 0.1; HTR1E antagonist = -3; SF-1 act = 10; tolC growth inh = -11

The listing continues:
| Structure | S1P1 ag pot | AP ELISA ortho | 5-HT1A blocker | RORa activator | S1P3 agonist | HTR1E agonist | HTR1E antagonist | SF-1 act | tolC growth inh |
| --- | --- | --- | --- | --- | --- | --- | --- | --- | --- |
| CC1(C)CC(=O)C2=C(C1)OC(N)=C(C#N)C2c1ccsc1 (centres undefined) | -17 | 3 | 6 | -3 | 0.3 | -0.9 | 7 | 0 | -6 |
| CN1CCN(c2cc3c(c4c2[nH]c2ccccc24)C(=O)CC(C)(C)C3)CC1 | 8 | 4 | 18 | 8 | 0.5 | 1.4 | 8 | 4 | -4 |
| CCN(CCCNC(=O)CCNC(=O)Cn1ccc2ccccc2c1=O)c1ccccc1 | 11 | 2 | -3 | 2 | -0.4 | 0.2 | 2 | -6 | 1 |
| C=C(C)Cn1c(SCC(=O)NCc2ccco2)nc2sc3c(c2c1=O)CCC3 | 8 | -6 | 9 | -4 | -0.1 | 0.8 | 1 | -2 | 0 |
| O=C(Cn1c(=O)n(Cc2ccc3c(c2)OCO3)c(=O)c2ccccc21)N1CCCc2ccccc21 | 13 | 9 | 12 | -29 | -1.1 | -0.7 | -2 | -7 | 13 |
| CCOc1ccc(C2C=C(c3ccc(C)cc3)Nc3nnnn32)cc1 (centres undefined) | 3 | 19 | -8 | -2 | -0.3 | 0.4 | -2 | 6 | -1 |
| CC(OC(=O)c1nsc(Cl)c1Cl)C(=O)NCc1ccco1 (centres undefined) | 4 | 26 | -1 | -3 | -0.2 | -1.5 | 4 | 0 | -22 |
| COC(=O)c1ccc(C2/C(=C(/O)c3ccc(OC)cc3)C(=O)C(=O)N2c2cc(C)on2)cc1 (centres undefined) | 4 | · | · | 5 | -4.2 | 0.0 | -5 | 13 | 6 |
| COC(=O)/C=c1/s/c(=C(/C#N)C(=O)N2CCCCC2)n(-c2ccccc2)c1=O | -2 | 14 | · | -6 | -3.3 | -0.8 | -3 | -11 | 2 |
| CC1CCN(c2nc(-c3ccccc3)c(C#N)c(=O)[nH]2)CC1 | · | 16 | 13 | -4 | · | -1.8 | 0 | -2 | 6 |
| Cc1nnc2c3ccccc3c(-c3ccccc3)nn12 | -46 | -4 | -7 | -15 | -0.1 | 0.4 | 4 | 3 | 5 |
| COc1ccc(S(=O)(=O)NCc2ccccn2)c(Cl)c1Cl | -11 | 10 | -1 | 31 | 0.4 | -0.7 | -2 | 2 | 4 |
| COc1cccc(-c2cc(C(F)(F)F)nc(N3CCC(C)CC3)n2)c1 | · | -3 | -4 | -7 | · | -1.5 | 12 | 12 | 2 |
| C=CCn1c(-c2ccccc2)n[nH]c1=S | 1 | · | · | 0 | -4.9 | -0.8 | 2 | 12 | 1 |
| COc1cccc(-c2nn(C)c3sc(C(=O)N4CCOCC4)cc23)c1 | 4 | 11 | 16 | 31 | -1.4 | -0.1 | 20 | -5 | 6 |
| Cc1ccc(-c2nnc(N3CCN(C(=O)c4ccco4)CC3)c3ccccc23)cc1 | 1 | 7 | -23 | -5 | -0.4 | 0.8 | -12 | -17 | 32 |

Exported with two lines to a compound: 4 of the compounds above.
The line under a structure holds: S1P1 ag pot	AP ELISA ortho	5-HT1A blocker	RORa activator	S1P3 agonist	HTR1E agonist	HTR1E antagonist	SF-1 act	tolC growth inh
> COC(=O)/C=c1/s/c(=C(/C#N)C(=O)N2CCCCC2)n(-c2ccccc2)c1=O
 : -2	14	·	-6	-3.3	-0.8	-3	-11	2
> C=CCn1c(-c2ccccc2)n[nH]c1=S
 : 1	·	·	0	-4.9	-0.8	2	12	1
> COc1cccc(-c2nn(C)c3sc(C(=O)N4CCOCC4)cc23)c1
 : 4	11	16	31	-1.4	-0.1	20	-5	6
> Cc1nnc2c3ccccc3c(-c3ccccc3)nn12
 : -46	-4	-7	-15	-0.1	0.4	4	3	5

Continuation:
| Structure | S1P1 ag pot | AP ELISA ortho | 5-HT1A blocker | RORa activator | S1P3 agonist | HTR1E agonist | HTR1E antagonist | SF-1 act | tolC growth inh |
| --- | --- | --- | --- | --- | --- | --- | --- | --- | --- |
| CCOC(=O)c1[nH]c(C)c(C(=O)c2cc(F)ccc2F)c1C | -8 | -5 | 50* | -8 | -1.1 | -0.2 | 56* | -11 | 27 |
| COCCn1nnnc1C1(N(Cc2cc3cc(C)ccc3[nH]c2=O)CC2CCCO2)CCN(C)CC1 (centres undefined) | 1 | 6 | -2 | -7 | -0.9 | -0.9 | 6 | 0 | -22 |
| COc1ccc(Cl)cc1C(=O)Nc1ccccc1N1CCN(C)CC1 | -18 | 14 | 11 | 32 | -1.2 | 1.1 | 0 | 16 | 4 |
| CCOC(=O)CSc1nnc(CNC(=O)c2cccs2)n1-c1cccc(C)c1 | 10 | -6 | 8 | -3 | 0.6 | -1.1 | 6 | 5 | -7 |
| O=C(CSc1ncnc2ccccc12)Nc1ccc(N2CCOCC2)cc1 | -23 | 7 | -10 | -18 | 1.5 | -0.4 | 0 | 12 | 3 |
| Cc1cc(C(=O)COC(=O)CN(C)S(=O)(=O)c2ccc(Cl)cc2)c(C)n1CC1CCCO1 (centres undefined) | -1 | -7 | -7 | -14 | -0.4 | -0.2 | 16 | 5 | 20 |
| O=C(Nc1ccon1)c1cnc2sccn2c1=O | -14 | 10 | -4 | 5 | -1.9 | -0.6 | -3 | 5 | -11 |
| Cc1nc(SC2CC(=O)N(c3ccccc3)C2=O)nc2c1CCCC2 (centres undefined) | -6 | -9 | -6 | 18 | -0.9 | 0.7 | -2 | -15 | 15 |
| COc1cccc(-c2ccc(=O)n(CC(=O)NCCN3CCOCC3)n2)c1 | 5 | 13 | 5 | 5 | 1.0 | 0.6 | -4 | -15 | -6 |
| Cn1c(=O)oc2cc(S(=O)(=O)N3CCN(c4ccccn4)CC3)ccc21 | -32 | 7 | -1 | 7 | 0.2 | 0.8 | -13 | -22 | -7 |
| Cc1ccccc1CSc1nnc(Cn2c(=O)sc3ccccc32)n1C | 2 | -3 | 6 | 27 | -1.1 | 0.4 | 4 | -20 | 17 |
| CCOc1ccccc1NS(=O)(=O)c1ccc(Br)s1 | 26 | 3 | -8 | -13 | -0.3 | -0.2 | -3 | -6 | 7 |
| COc1ccc(OC)c(NC(=O)CSc2nnc(Cc3cccn3C)n2CCc2ccccc2)c1 | -31 | 18 | -2 | -9 | -0.2 | 0.3 | -5 | 24 | 22 |
| COc1ccc(CCNC(=O)C2CCN(Cc3nc(-c4ccccc4C)oc3C)CC2)cc1OC | 14 | 4 | -4 | 28 | -0.9 | 0.5 | 0 | 6 | 8 |
| O=C(CC1(O)C(=O)N(CCc2ccccc2)c2ccccc21)c1ccco1 (centres undefined) | -26 | 9 | 2 | -14 | -1.6 | 0.6 | -2 | -15 | -1 |
| CCOc1ccc(NC(=O)C(C)SC(N)=O)cc1 (centres undefined) | 4 | 9 | -3 | -19 | -1.4 | -0.1 | 14 | 5 | -6 |
| CCOc1cc(/C=C(/C#N)c2ccc(F)cc2)ccc1OCc1ccc(C(=O)O)o1 | -6 | 14 | -3 | -7 | -0.9 | 0.0 | -7 | 3 | 82* |
